GPR151 activ: activators of human GPR151, primary screen, cell-based, PathHunter beta-arrestin, luminescence. G-protein coupled receptor 151 (Homo sapiens), Q8TDV0. PathHunter beta-arrestin GPR151 cells. activation, % at 11.2 µM. hit rate 1% among 650,000; in the data active = activation above about 4.9%;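 also: 0% = median of compound wells and 100% = cells with positive control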
Target sequence (Q8TDV0 whole entry, looked up): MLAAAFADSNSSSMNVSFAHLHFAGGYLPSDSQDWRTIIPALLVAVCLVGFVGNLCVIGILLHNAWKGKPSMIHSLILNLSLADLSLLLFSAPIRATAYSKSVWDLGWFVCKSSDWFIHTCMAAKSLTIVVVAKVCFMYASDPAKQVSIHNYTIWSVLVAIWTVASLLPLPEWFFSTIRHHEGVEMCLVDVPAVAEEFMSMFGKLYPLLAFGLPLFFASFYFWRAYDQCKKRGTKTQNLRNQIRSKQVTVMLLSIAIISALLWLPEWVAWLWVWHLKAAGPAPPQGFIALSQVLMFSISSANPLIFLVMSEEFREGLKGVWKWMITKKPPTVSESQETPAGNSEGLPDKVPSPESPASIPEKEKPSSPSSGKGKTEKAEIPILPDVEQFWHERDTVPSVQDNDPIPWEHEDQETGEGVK
FBW7 act: FBW7 E3 ligase activators, primary screen, biochemical, AlphaScreen, human; F-box/WD repeat-containing protein 7 (Homo sapiens), Q969H0; AlphaScreen FBW7–phospho-cyclin E peptide binding, activator screen; normalized activity (activation), % at 26.1 µM; hit rate 0.13% among 650,000; AID 1259310, 2017; in the data active = normalized activity above about 1.9%;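 also: purified mutant Fbw7 with reduced substrate affinity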
Target sequence (Q969H0 whole entry, looked up): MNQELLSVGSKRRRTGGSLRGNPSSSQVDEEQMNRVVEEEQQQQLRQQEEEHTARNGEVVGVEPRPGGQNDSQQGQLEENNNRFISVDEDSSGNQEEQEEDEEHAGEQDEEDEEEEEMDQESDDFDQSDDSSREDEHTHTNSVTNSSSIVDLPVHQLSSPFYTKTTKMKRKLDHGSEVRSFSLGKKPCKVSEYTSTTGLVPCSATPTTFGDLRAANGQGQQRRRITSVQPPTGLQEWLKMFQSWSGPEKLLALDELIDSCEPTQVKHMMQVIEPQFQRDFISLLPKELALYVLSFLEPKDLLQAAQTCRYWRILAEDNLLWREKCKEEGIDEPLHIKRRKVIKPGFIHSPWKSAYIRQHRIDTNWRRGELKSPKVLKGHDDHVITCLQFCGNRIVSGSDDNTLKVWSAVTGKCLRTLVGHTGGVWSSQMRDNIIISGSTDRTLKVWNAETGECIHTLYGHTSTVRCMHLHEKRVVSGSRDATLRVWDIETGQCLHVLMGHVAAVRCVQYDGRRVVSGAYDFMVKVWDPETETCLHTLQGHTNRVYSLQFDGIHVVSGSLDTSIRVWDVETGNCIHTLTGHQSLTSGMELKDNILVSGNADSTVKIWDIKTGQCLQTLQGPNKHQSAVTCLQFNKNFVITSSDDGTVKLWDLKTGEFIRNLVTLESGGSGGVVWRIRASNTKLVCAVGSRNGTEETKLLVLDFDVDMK
MITF inh: MITF inhibitors, primary screen, biochemical, AlphaScreen, human; Microphthalmia-associated transcription factor (Homo sapiens), O75030; AlphaScreen MITF homodimerization, bead proximity signal; inhibition, % at 2.6 µM; hit rate 0.91% among 650,000; in the data active = inhibition above about 50%;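 also: 0% = vehicle wells with protein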
TEAD-YAP inh: TEAD-YAP interaction inhibition, primary screen, TEAD-YAP interaction inhibitor project, luminescence, HEK-TIYL cells; TEAD-Gal4/YAP UAS-luciferase luminescence; inhibition, % at 9.12 µM; hit rate 1.4% among 640,000; in the data active = inhibition above about 32%;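 also: 0% = median of test compound wells and 100% = reference inhibitor wells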
An asterisk follows results filed as active.

Screening COc1ccc(OC)c(/C=c2\sc3nc(-c4ccccc4)nn3c2=O)c1 returned GPR151 activ 1.7, FBW7 act 0.1, MITF inh 4 and TEAD-YAP inh 2.
`Cc1ccc(C(=O)N2CC(=O)Nc3ccc(F)cc3C2c2ccccc2)cc1` (stereo not given) gave GPR151 activ 2.1, FBW7 act -0.2, MITF inh -6 and TEAD-YAP inh 4.
Screening COc1ccc2c(CNC3CCCCCC3)c(C(=O)O)[nH]c2c1 returned GPR151 activ 1.3, FBW7 act -0.1, MITF inh 1 and TEAD-YAP inh -5.
Screening Cc1ccc(C2CC(=O)c3cnc(NC(=O)c4ccccc4)nc3C2)cc1 (stereo not given) returned GPR151 activ 1.5, FBW7 act 0.0, MITF inh 1 and TEAD-YAP inh -7.
COc1ccccc1N(CC(O)CN1CCOCC1)S(=O)(=O)c1ccccc1 (stereo not given) was read as GPR151 activ -0.5, FBW7 act 0.1, MITF inh 11 and TEAD-YAP inh -14.
Screening CCOC(=O)c1ccc(NC(=O)COc2cc(Br)c(CO)cc2OC)cc1 returned GPR151 activ 0.6, FBW7 act 0.1, MITF inh 7 and TEAD-YAP inh 7.
Screening COC(=O)C1=C(C)NC(=S)NC1c1ccc(N(C)C)cc1 (stereo not given) returned GPR151 activ 1.0, FBW7 act -0.2, MITF inh -5 and TEAD-YAP inh -8.
For COc1cc(CN2CCN(Cc3ccc(OC)c(OC)c3)CC2)cc(OC)c1 the results were GPR151 activ -1.3, FBW7 act 0.1, MITF inh 71* and TEAD-YAP inh -4.
O=C(Cn1c(CO)cnc1SCc1ccc(F)cc1)NC1CC1 was read as GPR151 activ -1.2, FBW7 act -0.1, MITF inh 1 and TEAD-YAP inh 3.
For CCC(C)NC(=O)Cn1nc(CC2=CCN(C)CC2)c2ccccc2c1=O (stereo not given) the results were GPR151 activ -0.3, FBW7 act 0.5, MITF inh 21 and TEAD-YAP inh 2.
For Cc1sc2ncnc(N/N=C/c3ccccn3)c2c1C the results were GPR151 activ -0.6, FBW7 act -0.8, MITF inh 20 and TEAD-YAP inh 92*.
`CC(C)c1ccc(NC(=O)c2ccc3c(c2)N(CC(=O)N2CCCC2)C(=O)C(C)(C)O3)cc1` gave GPR151 activ 0.1, FBW7 act -0.1, MITF inh -5 and TEAD-YAP inh 14.
Cc1cccc(NC(=O)CSc2nc3ccc([N+](=O)[O-])cc3[nH]2)c1 was read as GPR151 activ 1.8, FBW7 act -0.2, MITF inh -11 and TEAD-YAP inh 9.
`COc1ccc(Cl)cc1S(=O)(=O)N1CC(=O)N(CCc2ccccc2)C(=O)C1` gave GPR151 activ -0.1, FBW7 act -0.1, MITF inh 10 and TEAD-YAP inh -8.
Screening Cc1cccc(NC(=O)CCC2CCN(C(=O)CN3CCOC3=O)CC2)c1 returned GPR151 activ 4.2, FBW7 act 0.0, MITF inh 3 and TEAD-YAP inh -1.
Screening CCOC(=O)c1sc(=NC(=O)c2ccccc2I)n(C)c1C returned GPR151 activ 0.4, FBW7 act 0.0, MITF inh 7 and TEAD-YAP inh -32.
Screening Cc1cccc(C(C)C)c1NC(=O)COC(=O)c1cc(=O)c2ccccc2o1 returned GPR151 activ -0.4, FBW7 act 0.0, MITF inh 13 and TEAD-YAP inh 5.
Screening COc1cccc(CN2C(=O)C3C(C(=O)Nc4ccc(C)c(Cl)c4)C4C=CC3(O4)C2C(=O)NC2CCCC(C)C2C)c1 (stereo not given) returned GPR151 activ 0.3, FBW7 act 0.1, MITF inh -16 and TEAD-YAP inh 2.
Screening O=C(c1ccco1)N1CCN(c2nccn3c(-c4ccc(O)cc4)cnc23)CC1 returned GPR151 activ -0.3, FBW7 act 0.0, MITF inh 23 and TEAD-YAP inh -3.
Screening CC1CCCCC1Nc1c(-c2ccccc2)c(=O)c1=O (stereo not given) returned GPR151 activ 0.7, FBW7 act -0.2, MITF inh -4 and TEAD-YAP inh 0.
`c1ccc(CCCNc2ncc(-c3cccc4ncccc34)n3ccnc23)cc1` gave GPR151 activ 0.1, FBW7 act -0.5, MITF inh 6 and TEAD-YAP inh -22.
For Cc1nc(N2CCOCC2)c2ccccc2n1 the results were GPR151 activ 1.1, FBW7 act 0.0, MITF inh 2 and TEAD-YAP inh 1.
`Cc1ccc(NCC(=O)N/N=C\c2ccc(C)cc2O)cc1` gave GPR151 activ 2.0, FBW7 act 0.0, MITF inh -6 and TEAD-YAP inh 3.
`O=S(=O)(/N=C(\c1ccc(Cl)cc1)N1CCOCC1)c1ccc(Br)cc1` gave GPR151 activ -1.1, FBW7 act 0.3, MITF inh 21 and TEAD-YAP inh -1.
Screening CN(/C(=N\S(=O)(=O)c1ccccc1)c1ccccc1)c1ccc([N+](=O)[O-])cc1 returned GPR151 activ 0.4, FBW7 act 0.5, MITF inh 11 and TEAD-YAP inh 3.
Screening Cc1ccc(OCC(=O)N2CCCCC2C)c([N+](=O)[O-])n1 (stereo not given) returned GPR151 activ 0.4, FBW7 act 0.1, MITF inh 8 and TEAD-YAP inh 4.
O=C(Cc1nc2ccccc2s1)c1ccc(O)cc1O was read as GPR151 activ -0.8, FBW7 act 0.2, MITF inh 8 and TEAD-YAP inh -47.
`Cc1coc(C)c1C(=O)/C=C/c1cccc([N+](=O)[O-])c1` gave GPR151 activ 0.4, FBW7 act -0.1, MITF inh 21 and TEAD-YAP inh 28.
O=C(Nc1ccc(-c2noc(-c3ccccc3Br)n2)cc1)c1cccc(Cl)c1 was read as GPR151 activ 0.6, FBW7 act 0.1, MITF inh 5 and TEAD-YAP inh 6.
CCOc1ccc(C(=O)Nc2cccnc2)cc1[N+](=O)[O-] was read as GPR151 activ 0.2, FBW7 act -0.1, MITF inh -2 and TEAD-YAP inh -14.

Reprinted from above for reference:
Screening COc1ccc(OC)c(/C=c2\sc3nc(-c4ccccc4)nn3c2=O)c1 returned GPR151 activ 1.7, FBW7 act 0.1, MITF inh 4 and TEAD-YAP inh 2.
`Cc1ccc(C(=O)N2CC(=O)Nc3ccc(F)cc3C2c2ccccc2)cc1` (stereo not given) gave GPR151 activ 2.1, FBW7 act -0.2, MITF inh -6 and TEAD-YAP inh 4.
Screening COc1ccc2c(CNC3CCCCCC3)c(C(=O)O)[nH]c2c1 returned GPR151 activ 1.3, FBW7 act -0.1, MITF inh 1 and TEAD-YAP inh -5.
Screening Cc1ccc(C2CC(=O)c3cnc(NC(=O)c4ccccc4)nc3C2)cc1 (stereo not given) returned GPR151 activ 1.5, FBW7 act 0.0, MITF inh 1 and TEAD-YAP inh -7.
COc1ccccc1N(CC(O)CN1CCOCC1)S(=O)(=O)c1ccccc1 (stereo not given) was read as GPR151 activ -0.5, FBW7 act 0.1, MITF inh 11 and TEAD-YAP inh -14.
Screening CCOC(=O)c1ccc(NC(=O)COc2cc(Br)c(CO)cc2OC)cc1 returned GPR151 activ 0.6, FBW7 act 0.1, MITF inh 7 and TEAD-YAP inh 7.
Screening COC(=O)C1=C(C)NC(=S)NC1c1ccc(N(C)C)cc1 (stereo not given) returned GPR151 activ 1.0, FBW7 act -0.2, MITF inh -5 and TEAD-YAP inh -8.
For COc1cc(CN2CCN(Cc3ccc(OC)c(OC)c3)CC2)cc(OC)c1 the results were GPR151 activ -1.3, FBW7 act 0.1, MITF inh 71* and TEAD-YAP inh -4.

Later entries.
Cc1ccc(NC(=O)Nc2ccccc2C(=O)NCc2ccccc2)cc1 was read as GPR151 activ 2.3, FBW7 act 0.0, MITF inh -12 and TEAD-YAP inh -51.
Screening CCc1ccc(C2CC(c3ccc(OC)c(OC)c3)=NN2C(=O)CCC(=O)O)cc1 (stereo not given) returned GPR151 activ 0.5, FBW7 act -0.1, MITF inh -6 and TEAD-YAP inh -3.
`Cc1ccccc1C(=O)N1CCN(c2ncnc3sc4c(c23)CCCC4)CC1` gave GPR151 activ -0.1, FBW7 act 0.1, MITF inh 4 and TEAD-YAP inh -4.
COc1ccc(CN2CCC(C(N)=O)CC2)cc1OC was read as GPR151 activ -0.5, FBW7 act -0.1, MITF inh 1 and TEAD-YAP inh 13.
For CCN(CC)CCN(C(C)=O)c1nc2c(C)c(C)ccc2s1 the results were GPR151 activ 1.7, FBW7 act -1.1, MITF inh -2 and TEAD-YAP inh -11.
Screening Cc1ccc(NC(=O)c2oc3ccc(S(=O)(=O)N4CCOCC4)cc3c2C)c(C)c1 returned GPR151 activ -0.6, FBW7 act 0.5, MITF inh 2 and TEAD-YAP inh 8.
CC1CCCCN1C(=O)c1ccc2c(c1)OCO2 (stereo not given) was read as GPR151 activ 1.2, FBW7 act 0.0, MITF inh 3 and TEAD-YAP inh -6.
`COc1ccccc1CNc1nc2nc(C)cc(=O)n2[nH]1` gave GPR151 activ 0.4, FBW7 act -0.2, MITF inh 0 and TEAD-YAP inh 7.
For COc1ccc(C(=O)NC2CC2)cc1OC1CCN(Cc2ccc3nonc3c2)CC1 the results were GPR151 activ 0.8, FBW7 act -0.1, MITF inh 8 and TEAD-YAP inh -8.
Screening Cn1c(-c2cc3ccc(OS(C)(=O)=O)cc3oc2=O)nc2ccccc21 returned GPR151 activ -0.5, FBW7 act 0.0, MITF inh 4 and TEAD-YAP inh -7.
COCC(C)NC(=O)c1ccc(OC)c(OC)c1 (stereo not given) was read as GPR151 activ 0.1, FBW7 act 0.1, MITF inh -14 and TEAD-YAP inh 2.
`CC1C(=O)N2CCCc3cc(S(=O)(=O)NC(c4ccccc4)c4ccccc4)cc1c32` (stereo not given) gave GPR151 activ 2.3, FBW7 act -0.1, MITF inh -2 and TEAD-YAP inh 6.
Screening CCOc1cc(/C=N\n2nnnc2N)ccc1O returned GPR151 activ 0.1, FBW7 act 0.0, MITF inh 3 and TEAD-YAP inh 9.
c1ccc(-c2nnc(CSc3nc4ccccc4[nH]3)o2)cc1 was read as GPR151 activ -0.5, FBW7 act -0.1, MITF inh -12 and TEAD-YAP inh 2.
Screening CCCOc1ccc(/C(O)=C2/C(=O)C(=O)N(CCN(CC)CC)C2c2ccc(C)cc2)cc1C (stereo not given) returned GPR151 activ -1.5, FBW7 act -0.2, MITF inh 9 and TEAD-YAP inh 3.
Screening Cc1cc(S(=O)(=O)N2CCCN(S(=O)(=O)c3ccc(Cl)c(C)c3)CC2)ccc1Cl returned GPR151 activ -0.6, FBW7 act 0.1, MITF inh 4 and TEAD-YAP inh -3.
For Cc1nc2ccc(Br)cn2c1C(=O)NC1CCC1 the results were GPR151 activ 0.0, FBW7 act 0.0, MITF inh 15 and TEAD-YAP inh -3.
`COc1ccc(-c2csc(/C(C#N)=C\Nc3ccc(F)cc3)n2)cc1` gave GPR151 activ -0.3, FBW7 act 0.3, MITF inh -3 and TEAD-YAP inh 11.
For CCOC(=O)c1c(NC(=O)c2ccco2)sc2c1CCCC2 the results were GPR151 activ 0.3, FBW7 act 0.1, MITF inh -10 and TEAD-YAP inh 0.
`CC(C)(O)c1cn2ccccc2n1` gave GPR151 activ -2.1, FBW7 act -0.1, MITF inh -8 and TEAD-YAP inh -4.
Screening CC(NC(=O)CN1C(=O)CC(C)(C)Sc2ccccc21)c1ccccc1 (stereo not given) returned GPR151 activ -1.0, FBW7 act 0.1, MITF inh 10 and TEAD-YAP inh 0.
CN1CCN(C(=O)C23CC4CC(C2)CC(c2ccccc2)(C4)C3)CC1 was read as GPR151 activ 0.5, FBW7 act -0.2, MITF inh -1 and TEAD-YAP inh 10.
O=C(CSc1ncccn1)Nc1nc(-c2ccccc2)cs1 was read as GPR151 activ 0.0, FBW7 act 0.1, MITF inh 5 and TEAD-YAP inh -40.
O=C1C(Cc2c[nH]c3ccccc23)N=C2c3ccccc3N=C(SCc3cc(=O)n4cc(Cl)ccc4n3)N12 (stereo not given) was read as GPR151 activ -0.5, FBW7 act -0.1, MITF inh -1 and TEAD-YAP inh 0.
Screening COc1cc(OC)nc(-c2ccc(N)cc2)n1 returned GPR151 activ -1.4, FBW7 act -0.1, MITF inh 5 and TEAD-YAP inh -2.
`Cc1ccc(-c2cc(C(=O)Nc3ccccc3C)c3ccccc3n2)cc1` gave GPR151 activ -0.3, FBW7 act 0.0, MITF inh 9 and TEAD-YAP inh 5.
For COc1ccc(OC)c(NC(=O)CSc2nc3ccccc3c(=O)n2CCNC(C)=O)c1 the results were GPR151 activ -1.4, FBW7 act 0.0, MITF inh 14 and TEAD-YAP inh -3.
For O=C(Cn1c(C(=O)O)cc2occc21)c1ccccc1 the results were GPR151 activ 0.3, FBW7 act -0.2, MITF inh 14 and TEAD-YAP inh -13.
Screening C=CCC1CCCCC12NC(=O)N(c1ccccc1)N2 (stereo not given) returned GPR151 activ -0.1, FBW7 act -0.1, MITF inh 1 and TEAD-YAP inh 2.
For Cc1cccc2c(N3CCCC3)nc(CNS(C)(=O)=O)nc12 the results were GPR151 activ 0.7, FBW7 act -0.3, MITF inh 5 and TEAD-YAP inh -3.
`c1ccc(-n2nnnc2NC2CCCCC2)cc1` gave GPR151 activ -1.1, FBW7 act -0.1, MITF inh 2 and TEAD-YAP inh 22.
Screening CCOc1ccc(C(=O)C(C)OC(=O)c2c(OC)cccc2OC)cc1 (stereo not given) returned GPR151 activ -0.3, FBW7 act 0.0, MITF inh -3 and TEAD-YAP inh 4.
Cc1cc2c(cc(C(=O)O)n2C(C)C)o1 was read as GPR151 activ -0.8, FBW7 act 0.0, MITF inh -5 and TEAD-YAP inh -7.
Screening CCC(C)(C)NC(=O)CN(C(=O)CCC(=O)Nc1nccs1)C1CCCCC1 returned GPR151 activ 0.9, FBW7 act -0.1, MITF inh 5 and TEAD-YAP inh 3.

Screening data as filed in PubChem BioAssay.
